Screening data (PubChem)
D3 antag – qHTS of D3 Dopamine Receptor Antagonist: qHTS; D(3) dopamine receptor (Homo sapiens), P35462; D3R cells, DiscoveRx beta-arrestin luminescence, antagonist mode; active compounds read low; max response, negative = inhibition, %; hit rate 2.5% among 360,000; AID 652054, 2013; in the data active means max response below about -50%; inconclusive means no clear call, values can overlap the other calls; further: on the % scale 0 is the no-effect control and ±100 the full control effect; mostly tested at two doses, the higher about 12 µM
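Cells plated overnight at 1500 cells/well, then exposed to library compounds with dopamine controls for 90 minutes at 37 degrees C. DiscoveRx reagent added for 30–60 minutes at room temperature; luminescence read, quantitative HTS format.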
EPAC2 agonist – qHTS for Agonist of cAMP-regulated guanine nucleotide exchange factor 4 (EPAC2): primary screen; EPAC2 activation, biochemical qHTS; response scale: 100% = 6.5 mM cAMP response; Potency, µM (highest dose often 154 µM), for the others: at the top dose activation, usual class: activators; hit rate 0.079% among 360,000; AID 720711, 2013; further: potency means the concentration at half of the fitted maximal effect; nearly all actives have a fitted effect of over 50% in size
Target sequence (Q8WZA2 whole entry, looked up): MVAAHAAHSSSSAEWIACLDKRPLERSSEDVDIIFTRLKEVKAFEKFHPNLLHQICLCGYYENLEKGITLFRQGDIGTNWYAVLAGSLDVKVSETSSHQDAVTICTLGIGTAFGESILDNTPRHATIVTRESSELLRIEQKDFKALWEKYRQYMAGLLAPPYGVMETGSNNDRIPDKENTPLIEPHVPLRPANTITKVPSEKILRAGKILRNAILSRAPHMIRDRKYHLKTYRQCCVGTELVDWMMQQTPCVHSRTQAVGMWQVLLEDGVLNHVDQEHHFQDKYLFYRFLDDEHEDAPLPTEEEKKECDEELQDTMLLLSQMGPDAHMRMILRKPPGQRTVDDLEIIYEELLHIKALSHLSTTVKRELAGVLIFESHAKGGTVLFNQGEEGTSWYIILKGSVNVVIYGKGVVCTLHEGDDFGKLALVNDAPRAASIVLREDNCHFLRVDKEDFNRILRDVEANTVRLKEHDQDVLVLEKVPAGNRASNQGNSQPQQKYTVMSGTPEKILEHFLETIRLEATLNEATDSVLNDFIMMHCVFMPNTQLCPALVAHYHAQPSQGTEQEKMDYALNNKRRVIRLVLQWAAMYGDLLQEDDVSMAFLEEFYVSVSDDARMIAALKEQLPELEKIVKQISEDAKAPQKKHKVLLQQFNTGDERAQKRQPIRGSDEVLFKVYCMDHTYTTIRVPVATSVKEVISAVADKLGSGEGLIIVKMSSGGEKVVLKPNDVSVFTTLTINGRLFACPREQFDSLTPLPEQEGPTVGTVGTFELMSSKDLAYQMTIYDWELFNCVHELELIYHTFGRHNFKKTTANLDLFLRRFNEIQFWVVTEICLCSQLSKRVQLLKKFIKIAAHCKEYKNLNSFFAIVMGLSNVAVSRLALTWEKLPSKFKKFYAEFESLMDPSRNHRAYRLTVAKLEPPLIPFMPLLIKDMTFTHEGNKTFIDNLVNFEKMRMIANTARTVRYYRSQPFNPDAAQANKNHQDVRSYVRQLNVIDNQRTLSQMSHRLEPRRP
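Compounds were titrated in qHTS against a Rap1B-BODIPY-GDP (250 nM) complex with EPAC2 (100 nM) and GDP (50 uM). BODIPY-GDP release tracked at 480/540 nm over 30 min at room temperature, normalized to 6.5 mM cAMP.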
MmCpn inh – Inhibitors of TCP-1 ring complex (TRiC) of Methanococcus maripaludis (MmCpn): qHTS. Chaperonin Mm-Cpn (Methanococcus maripaludis). purified Mm-Cpn ATPase, ADP Transcreener TR-FRET. Potency, µM (doses to about 76.9 µM), for the others: at the top dose activity, negative = inhibition, hits mostly inhibitors. hit rate 0.031% among 330,000. AID 504842, 2011; further: potency means the concentration at half of the fitted maximal effect; on the % scale 0 is the no-effect control and ±100 the full control effect; nearly all actives have a fitted effect of over 80% in size
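Quantitative HTS used 25 nM Mm-CPN and 10 uM ATP in magnesium/KCl Tris buffer, pH 7.4, with 1 mM DTT. Hydrolysis ran 30 min at 37°C; ADP was read by HTRF.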
EPAC2 antagonist – qHTS for Antagonist of cAMP-regulated guanine nucleotide exchange factor 2 (EPAC2): primary screen | Rap guanine nucleotide exchange factor 4 (Homo sapiens), Q8WZA2 | EPAC2 GEF exchange of Rap1B-BODIPY-GDP, fluorescence | Potency, µM (doses to about 114 µM), for inactives: at the highest dose activity, negative = inhibition, hits mostly inhibitors | hit rate 0.18% among 360,000 | AID 720708, 2013; further: potency means the concentration at half of the fitted maximal effect; on the % scale 0 is the no-effect control and ±100 the full control effect; nearly all actives have a fitted effect of over 45% in size; many of its hits are not listed in these tables
DRD3 agonist – qHTS of D3 Dopamine Receptor Agonist: qHTS. D(3) dopamine receptor (Homo sapiens), P35462. D3R DiscoveRx beta-arrestin cells, luminescence, 90 min. max activation, %. hit rate 0.58% among 410,000; in the data active means max activation above about 30%; further: 0% is about no effect; mostly tested at two doses, the higher about 12 µM
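Agonist-mode cell screen: cells plated at 1500/well and incubated overnight at 37 °C, then exposed to library compounds for 90 min at 37 °C. Detection reagent was added for 30–60 min at room temperature, and luminescence was read.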
pAkt inh – HTS Assay for Inhibitors of Akt Phophorylation: Primary Screen; Neuro2A IGF-stimulated pAkt S473 HTRF, 20 min; active compounds read low; AID 651550, 2012; activity change, % for hits at 50 µM; hit rate 0.32% among 360,000; in the data active means activity change below about -80%; inconclusive means mostly about -51% to -80%; further: on the % scale 0 is the no-effect control and ±100 the full control effect
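Single-point screen (50 µM final compound) in Neuro2A cells stimulated 20 min with 6 nM IGF at 37 deg C. After lysis, Ser473-phosphorylated Akt read by HTRF (ex 330 nm, em 615/665 nm) as the 665/615 ratio.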
PTHR1 agonist – qHTS for PTHR1 Agonists: Primary Screen; Parathyroid hormone/parathyroid hormone-related peptide receptor (Homo sapiens), Q03431; HEK293 GP2 PTHR1 cells, GloSensor cAMP luminescence, 1 h; Potency, µM (highest dose often 115 µM), inactives show at the highest dose activation, usual class: activators; hit rate 0.075% among 410,000; AID 743266, 2014; further: potency means the concentration at half of the fitted maximal effect; nearly all actives have a fitted effect of over 55% in size; some results filed as inactive show a strong effect at the top dose; inactives centre near -15; many of its hits are not listed in these tables
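HEK-293-derived GP2 cells expressing PTHR1 and a GloSensor cAMP reporter, 3,000/well, plated overnight, given luciferin plus IBMX (each 0.5 mM as added) for 1 h at 37 °C, then compound for 1 h at 37 °C. Luminescence was read after 15 min at room temperature.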
CCT chaperon mod – High-Throughput Screening for Modulators of Cytosolic Chaperonin Activity. purified chaperonin ATPase assay, HTRF ADP detection, 30 min. activity change, % (concentration not given with the values), hits read low. hit rate 0.3% among 360,000; in the data active means activity change below about -30%; further: on the % scale 0 is the no-effect control and ±100 the full control effect
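TRiC (40 or 20 nM final, by batch activity) in 30 mM Tris pH 7.4, 100 mM KCl, 5 mM MgCl2, 1 mM DTT was treated with compound at 76 uM single dose, then 10 uM ATP, 30 min at 37 °C. ADP was read by HTRF Transcreener.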
* hit, by the source's call; i = inactive; ? = inconclusive; . = not tested or not shown; & = joins results of further samples; [ ] = remark or other dose. Unless noted, the call rests on the fitted dose curve; in most records, active means well fitted curve in the direction sought with a large enough effect; inconclusive means small, poorly fitted or top-dose-only effect, or another doubt; inactive means no such curve, though single readings can be large; an effect the other way counts as inactive or inconclusive. This is a subset; count on the stated rates, not on these rows.

Values run as follows: D3 antag	EPAC2 agonist	MmCpn inh	EPAC2 antagonist	DRD3 agonist	pAkt inh	PTHR1 agonist	CCT chaperon mod
O=C(Nc1cc(Cl)ccc1-n1cncn1)c1ccc(F)c(S(=O)(=O)N2CCOCC2)c1
 : -7	1%	2%	-2%	3	i	i	-1.0
O=C(CN1CCOCC1)Nc1ccccc1Sc1ccc(Cl)cc1
 : 17	11%	1%	?	2	i	-80%[inhibitor]	1.7
CC(C)Oc1cc2oc(=O)c3c(c2cc1Cl)CCC3
 : 0	6%	0%	-5%	-3	i	24%[57.5 µM]	0.5
O=C(Nc1ccccc1)Nc1cc(OCC(F)(F)F)cc(OCC(F)(F)F)c1
 : 22	1%	1%	-13%	10	i	-37%[inhibitor]	-0.1
COc1ccc2cc(C(N)=O)/c(=N/NC(=O)c3ccco3)oc2c1
 : -18	-5%	-4%	-2%	-6	i	i	-1.5
Cn1ncc2c(NCc3ccccc3)ncnc21
 : -14	0%	?	4%	-1	i	i	2.8
O=C(Nc1ccccc1Cl)c1ccc2ccccc2c1
 : -14	9%	-2%	-5%	7	i	?	-1.0
O=C(NC(=S)Nc1ccc(Br)cc1F)C1CCCCC1
 : 4	5%	0%	-5%	0	i	i	-0.7
CCn1cnc2c1c(=O)n(CC(=O)N1CCc3ccccc31)c(=O)n2Cc1ccccc1
 : 14	13%	0%	-1%	-3	i	-9%[57.5 µM]	-0.6
Cc1n[nH]c2ccccc2c1=O
 : 1	4%	.	5%	9	i	0%	-1.2
Cc1cc(C)c2c(N=CN(C)C)c(C(=O)N3CCN(c4ncccn4)CC3)sc2n1
 : 14	4%	-1%	-6%	2	i	-17%	-1.8
O=C(COC(=O)Cc1cccc(C(F)(F)F)c1)NC(=O)NC1CCCC1
 : 24	-7%	1%	-26%	-12	i	-26%	-2.4
O=C(COC(=O)c1n[nH]c(=O)c2ccccc12)c1ccc(Cl)cc1
 : -4	-4%	-1%	-3%	-2	i	-17%	-4.1
O=C(c1cc(-c2ccncc2)nc2ccccc12)N1CCN(c2ccccc2O)CC1
 : 26	6%	-11%	-11%	6	i	8%	-0.9
O=C(Nc1ccccc1C(=O)N1CCCCCC1)c1cccc([N+](=O)[O-])c1
 : -5	6%	0%	-1%	-6	i	11%	-3.9
COc1ccc(NC(=O)c2ccccc2N(Cc2ccccc2)S(C)(=O)=O)c(OC)c1
 : 4	6%	0%	-3%	3	i	-94%[inhibitor]	-0.6
Cc1c(NC(=O)c2cc3ccccc3oc2=O)c(=O)n(-c2ccccc2)n1C
 : -9	13%	0%	-1%	-1	i	i	-5.9
COc1ccc(OC)c(CNC(=O)C2CCN(S(=O)(=O)N3CCCCC3)CC2)c1
 : -14	-5%	-1%	3%	-1&14	i	i	-2.3
CCOC(=O)C1CCNC(=O)C1=O (centres undefined)
 : -7	6%	.	3%	8	i	i	-0.9
O=C(COc1ccc(Br)cc1)Nc1ccc([N+](=O)[O-])cn1
 : -18	-20%	1%	4%[57.1 µM]	-8	i	i	-1.0
COc1ccc(N=C2NN=C(c3c(C)[nH]c4ccccc34)CS2)cc1
 : 0	12%	-2%	6%	-3	i	i	0.4
O=C(C1CCN(S(=O)(=O)c2cccc3nsnc23)CC1)N1CCN(c2ccccc2F)CC1
 : 4	-7%	-1%	4%	0	i	-38%[inhibitor]	-5.2
CC1CCCC(NC(=O)CSc2ncccn2)C1C (centres undefined)
 : -2	13%	5%	-1%	-4	i	-12%	-2.1
COc1ccc(NC(=O)N(C)C[C@H]2Oc3c(NC(=O)c4nc5ccccc5s4)cccc3C(=O)N([C@@H](C)CO)C[C@H]2C)cc1
 : 0	1%	-1%	6%	22	i	-7%	-0.4
O=C(C[C@@H]1C/C=C/CC[C@@H](Cc2ccc(F)cc2)C(=O)O[C@@H](c2ccccc2)CNC1=O)NCCO
 : 35	2%	-1%	4%	19	i	i	0.0
Cc1ccc(S(=O)(=O)N2CCOCC2)cc1NC(=O)CSc1nnc(N)s1
 : 4	-4%	1%	3%	5	i	i	2.1
CC(=O)OC1c2ccccc2C(=O)N1Cc1ccccc1 (centres undefined)
 : -10	4%	2%	-3%	2	i	i	-3.0
CS(=O)(=O)c1ccc(Cl)c(NC(=O)COC(=O)/C=C/c2cnc3ccccc3n2)c1
 : -12	-3%	-1%	14%	-2	i	-39%	0.7
COc1ccc(NC(=O)C2CCCN(c3ncccn3)C2)cc1 (centres undefined)
 : 4	1%	-3%	0%	-2	i	-13%	-0.9
Cc1cc(C)n2c(SCCO)nnc2n1
 : 11	2%	1%	6%	1	i	i	0.7
COc1ccc(OC)c(CN2CCCC(C(=O)c3ccccc3SC)C2)c1 (centres undefined)
 : ?	15%	-2%	-7%	-9	i	-8%	-0.6
Cc1ccc(S(=O)(=O)c2cc3c(=O)n4ccccc4nc3n(CC3CCCO3)c2=N)cc1C (centres undefined)
 : 5	16%	-5%	2%	7	i	i	0.0
COc1ccc(C)cc1N(CC(=O)Nc1cccnc1)S(=O)(=O)c1ccc(C)cc1
 : 14	4%	0%	?	-4	i	-22%	-1.3
O=C(CCc1nc2ccccc2s1)c1ccccc1
 : 15	5%	2%	-1%	8	i	-11%	-9.4
O=C(Nc1ccc2oc(-c3ccccc3)nc2c1)c1cccs1
 : 26	8%	-6%	3%	3	i	-47%[inhibitor][57.5 µM]	-0.5
Cc1noc(C)c1NC(=O)Nc1cccc2c1O[C@H](CN(C)C(=O)NC1CCCCC1)[C@@H](C)CN([C@H](C)CO)C2=O
 : 5	2%	-2%	-4%	2	i	i	-0.9
CSc1nc(-c2ccccc2F)c(C#N)c(=O)n1C
 : 6	13%	-1%	-6%	-2	i	-3%	-0.8
Cc1cccc(-c2nnc(-c3ccc(N)cc3)o2)c1
 : 3	4%	-7%	16%	13	i	-3%	1.0
CC(c1ccco1)N(C(=O)C12CC3CC(CC(C3)C1)C2)c1ccccn1 (centres undefined)
 : 23	-3%	0%	3%	2	i	-12%[57.5 µM]	-6.6
CC1Sc2ccc(S(=O)(=O)CCC(=O)N(C)Cc3ccco3)cc2NC1=O (centres undefined)
 : 5	7%	-4%	0%	2	i	-11%	-0.8
CCC(C(=O)NC1CCCC1)n1nc(C)n2c(cc3occc32)c1=O (centres undefined)
 : 1	1%	-2%	1%	2	i	-21%	-5.1
CCNC(=S)Nc1cc(OC)c(NC(=O)c2ccco2)cc1OC
 : 7	8%	-1%	7%	7	i	-3%	-1.0
CC(C)(C)C(=O)Cn1c(=N)n(Cc2ccccc2)c2ccccc21
 : ?	5%	1%	-7%	4	i	-66%[inhibitor][57.5 µM]	-1.4
COc1ccc(CC(=O)n2c(CC#N)nc3ccccc32)cc1OC
 : -21	-12%	-6%	6%	-9	i	4%[57.5 µM]	-1.1
COc1ccc(N(C)S(=O)(=O)c2cccc(C(=O)N3CCN(c4cccc(C)c4C)CC3)c2)cc1
 : 135	2%	.	0%	6	i	-92%[inhibitor]	1.2
Cc1cc(C)cc(N2C(=O)CC(n3nc(C)cc3C)C2=O)c1 (centres undefined)
 : -2	-2%	-4%	-2%	1	i	i	-2.5
Cn1c(=O)c2c(nc(N3CCCCC3)n2C)n(C)c1=O
 : 16	0%	1%	0%	2	i	-52%[inhibitor][57.5 µM]	-7.4
COCCCN1C(=O)/C(=C\c2cccs2)C(C(=O)OC)=C1C
 : -1	-14%	-1%[15.4 µM]	-3%	-2	i	i	0.6
COc1ccc2[nH]c(C(=O)N(C)Cc3ccccc3)c(C)c2c1
 : -24	14%	0%	6%	-9	i	i	1.0
CCOC(=O)C1CCCN(C(=O)c2cn(CC)c(=O)c3cc(OC)c(OC)cc23)C1 (centres undefined)
 : 13	8%	-1%	3%	-3	i	i	-1.6
CCc1nc2ccc(C(=O)NCCOc3ccc(OC)cc3)cn2c1N(C)C(=O)Cc1ccccc1
 : 5	6%	.	6%	0	i	i	1.8
CC(Sc1nnc(-c2ccco2)o1)C(=O)NCCC1=CCCCC1 (centres undefined)
 : -2	3%	-2%	12%	-11	i	i	-1.0
CCOC(=O)c1c(NC(=O)COC(=O)CC(NC(C)=O)c2ccccc2)sc(C(=O)NC)c1C (centres undefined)
 : 15	-1%	1%	9%	-2	i	-10%	-2.4
Cc1nonc1NC(=O)CSc1nc2ccc(Cl)cc2[nH]1
 : 2	7%	-2%	-11%	4	i	i	1.5
Cc1ccnc(NC(=O)Nc2ccc3c(c2)OCO3)c1
 : 3	1%	-3%	7%	1	i	-29%	-1.2
Cn1cc(C=O)c2ccccc21
 : -4	4%	3%	0%	-1	i	i	-1.0
O=C(O)C1=C[C@@H](O)[C@@H](O)[C@H](O)C1
 : 6	8%	.	-8%	18	i	i	1.2
C#CCOCCOCCOCCNc1nc(N2CCN(C(=O)C([C@@H](C)CC)n3cc(C(N)CC(C)C)nn3)CC2)nc(N2CCN(C(=O)[C@H](CCC(=O)O)n3cc(C(N)Cc4ccc(O)cc4)nn3)CC2)n1 (some centres undefined)
 : -15	4%	.	22%	13	i	-17%	-0.9
Cc1ccc(O)c(NC(=O)C2CCCN2C(=O)OCc2ccccc2)c1 (centres undefined)
 : 9	7%	-1%	1%	5	i	i	-0.5
COc1cc(C(=O)NCc2nnc(SCC(=O)c3ccccc3)o2)cc(OC)c1OC
 : -5	7%	0%	-13%	7	.	i	-2.7
CC1CCN(Cc2c(O)ccc3c2O/C(=C\c2ccco2)C3=O)CC1
 : 2	-34%[inhibitor]	-1%	25%	5	i	-7%	0.6
